Source: PubChem
Rhodamine autofl – qHTS Assay for Spectroscopic Profiling in Rhodamine Spectral Region; Rhodamine-region fluorescence, 547/598 nm, Tris buffer; hits give high values; max dye-equivalent concentration, M; 0.05% of 59,000 active; in the data active = max dye-equivalent concentration above about 11 nM; inconclusive = between about 1.1 nM and that limit
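Compound fluorescence in 100 mM Tris, pH 8.0, read after 15 min at room temperature with 547 nm excitation and 598 nm emission. Output is dye-equivalent concentration from an on-plate rhodamine standard series.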
CRE-bla Fsk – Cell signaling CRE-BLA (Fsk stim); Potency, µM (series often up to 38.2 µM), for inactives: top-dose activity change, negative = inhibition, hits mostly activators; AID 662, 2007; CHO CRE-bla reporter (cAMP response element driving beta-lactamase), forskolin EC10, beta-lactamase ratio; 2.5% of 71,000 active; active = well fitted activation curve with a large enough effect in the signal ratio, with a control signal flat, not every such curve was filed as active; inconclusive = small, poorly fitted or top-dose-only effect, or effect the other way, or a change in a side signal; the % refers to the signal ratio; note: potency is the fitted concentration of half-maximal effect; % of control where 0% means no effect
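Beta-lactamase reporter under a cAMP responsive element in CHO cells; compounds tested in titration series against EC10 NKH 477, 3 h at 37 °C. Read-out: CCF4 FRET ratio 460nm/530nm (excitation 405nm) giving %Activity, fitted to AC50.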
Texas Red fluor – qHTS Assay for Spectroscopic Profiling in Texas Red Spectral Region; Compound fluorescence, Texas Red channel, 547/618 nm; hits give high values; max dye-equivalent concentration, M; 0.06% of 59,000 active; in the data active = max dye-equivalent concentration above about 10 nM; inconclusive = between about 1.1 nM and that limit
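Compound fluorescence was read after 15 min at room temperature in 100 mM Tris, pH 8.0, using 547 nm excitation and 618 nm emission across a concentration series. It was expressed as Texas Red dye-equivalent concentration from an on-plate standard curve.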
HBB splice mod – qHTS Assay for Modulators of Hemoglobin Beta Chain Splicing; HBB splicing reporter cell assay, activation; EGFP reporter with mutant IVS2-654 intron; response scale: normalised to 500 nM splice-correcting PNA; Potency, µM (highest dose often 46.1 µM), without a hit: at the highest dose activation, actives largely listed as activators; 0.06% of 65,000 active; AID 925, 2007; note: potency is the fitted concentration of half-maximal effect; 0% is about no effect
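HeLa cells stably expressing EGFP interrupted by mutant beta-globin intron 2 (IVS2-654), 500/well in 2% FCS. Treated with compound for 2 days at 37C. Splicing correction scored as total well GFP intensity (488 nm excitation, 500-520 nm emission); 500 nM antisense PNA served as control.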
Hsp90 Hop PPI – qHTS Assay for Disrupters of an Hsp90 Co-Chaperone Interaction | Hsp90 C-terminal peptide / TPR2A (Hop) interaction, human | AlphaScreen TPR2A-His6 binding biotin-Hsp90 C-terminal peptide | Potency, µM (top dose mostly 57 µM), inactives show at the top dose activity change, negative = inhibition | 0.44% of 71,000 active | AID 595, 2007; active = well fitted curve in either direction with a large enough effect; inconclusive = small, poorly fitted or top-dose-only effect, or another doubt; note: potency is the fitted concentration of half-maximal effect; % is set by controls: 0 for no effect and ±100 for the full control effect; many of its hits are not listed in these tables
HADH2 inh – qHTS Assay for Inhibitors of HADH2 (Hydroxyacyl-Coenzyme A Dehydrogenase, Type II); 3-hydroxyacyl-CoA dehydrogenase type-2 (Homo sapiens), Q99714; recombinant HADH2, NADH fluorescence, beta-hydroxybutyryl-CoA; Potency, µM (top dose mostly 57.1 µM), without a hit: at the highest dose activity change, negative = inhibition, most hits filed as inhibitors; 3.4% of 73,000 active; AID 886, 2007; note: potency is the fitted concentration of half-maximal effect; % is set by controls: 0 for no effect and ±100 for the full control effect; nearly all actives have a fitted effect of over 60% in size; many of its hits are not listed in these tables
Target sequence (Q99714 whole entry, looked up, one chain of several): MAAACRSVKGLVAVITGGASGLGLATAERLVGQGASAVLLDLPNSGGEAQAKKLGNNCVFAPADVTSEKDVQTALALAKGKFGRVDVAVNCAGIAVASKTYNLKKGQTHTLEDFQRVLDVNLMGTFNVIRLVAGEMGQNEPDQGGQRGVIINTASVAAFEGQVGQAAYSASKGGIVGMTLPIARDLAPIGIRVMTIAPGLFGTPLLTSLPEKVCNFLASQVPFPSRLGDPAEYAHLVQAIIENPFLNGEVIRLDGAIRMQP
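Read-out: 360 nm excitation, 450 nm emission, kinetic over 4 min. Conditions: His-tagged human HADH2 20 nM, pH 9.0 Tris with Tween-20, 1 mM NAD+, 90 uM beta-hydroxybutyryl-CoA.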
ERK AVP inh – qHTS Assay for Inhibitors of the ERK Signaling Pathway using a Homogeneous Screening Assay; HEK293-V1b, vasopressin-stimulated pERK AlphaScreen; Potency, µM (highest dose often 57.5 µM), without a hit: top-dose activity, negative = inhibition, usual class: inhibitors; 0.99% of 72,000 active; note: potency is the fitted concentration of half-maximal effect; % is set by controls: 0 for no effect and ±100 for the full control effect; nearly all actives have a fitted effect of over 55% in size
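HEK293 cells stably expressing V1b receptor, seeded overnight in 1% FBS, were treated with compounds for 30 min at 37C, then stimulated 5 min with 25 nM vasopressin; phospho-ERK read by AlphaScreen SureFire after lysis.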
DNA Pol III inh – qHTS Assay for Inhibitors of DNA Polymerase III Holoenzyme System | reconstituted DNA polymerase III holoenzyme replication, biochemical | Potency, µM (titrated, usually from 57.1 µM), without a hit: at the highest dose activity change, negative = inhibition | 0.25% of 71,000 active | AID 603, 2007; note: potency is the fitted concentration of half-maximal effect; % is set by controls: 0 for no effect and ±100 for the full control effect
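Reconstituted *E. coli* holoenzyme (0.35 nM Pol III, 1 nM beta, 154 nM SSB, 2 nM primase) was preincubated with compound for 15 min at RT. Synthesis on 1.4 nM ssM13Gori ran 35 min, then was stopped with PicoGreen/EDTA and read as dsDNA fluorescence.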
Luciferase inh – qHTS Assay for Inhibitors of Firefly Luciferase; purified firefly luciferase, luminescence, 8 min; Potency, µM (doses to about 57.1 µM), for the others: at the highest dose activity change, negative = inhibition, actives largely listed as inhibitors; AID 411, 2009; 2.2% of 72,000 active; Luciferin 4-monooxygenase (Photinus pyralis), P08659; note: potency is the fitted concentration of half-maximal effect; % is set by controls: 0 for no effect and ±100 for the full control effect; nearly all actives have a fitted effect of over 40% in size
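Firefly luciferase (PKLight detection mix) with 10 uM ATP in pH 7.2 imidazole buffer (KCl, MgCl2, Tween 20, BSA). Compounds tested across a concentration series (qHTS). Luminescence read after 8 min at ambient temperature.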
Tau fil binding – qHTS Assay for Tau Filament Binding | Potency, µM (titrated, usually from 57.1 µM), without a hit: at the highest dose activity change, negative = inhibition | Microtubule-associated protein tau (Homo sapiens), P10636 | 2% of 71,000 active | recombinant tau filaments, thioflavin S fluorescence, 15 h; filaments grown with octadecylsulfate alongside compound;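 note: potency is the fitted concentration of half-maximal effect; % is set by controls: 0 for no effect and ±100 for the full control effect; actives lower thioflavin S fluorescence by blocking filaments or displacing dye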
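Recombinant tau protein (human, 1 uM final) plus 30 uM ODS in HEPES pH 7.4 with NaCl, DTT and thioflavine S. Compound present from the start; fluorescence at 510 nm after 15 h, 37 C.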
ALOX15 inhib – qHTS Assay for Inhibitors of 15-hLO (15-human lipoxygenase); purified 15hLO-1, xylenol orange hydroperoxide absorbance; AID 887, 2007; Potency, µM (top dose mostly 57.1 µM), inactives show at the highest dose activity change, negative = inhibition, most hits filed as inhibitors; 1.4% of 74,000 active; Polyunsaturated fatty acid lipoxygenase ALOX15 (Homo sapiens), P16050; note: potency is the fitted concentration of half-maximal effect; % is set by controls: 0 for no effect and ±100 for the full control effect; nearly all actives have a fitted effect of over 55% in size
Target sequence (P16050 whole entry, looked up): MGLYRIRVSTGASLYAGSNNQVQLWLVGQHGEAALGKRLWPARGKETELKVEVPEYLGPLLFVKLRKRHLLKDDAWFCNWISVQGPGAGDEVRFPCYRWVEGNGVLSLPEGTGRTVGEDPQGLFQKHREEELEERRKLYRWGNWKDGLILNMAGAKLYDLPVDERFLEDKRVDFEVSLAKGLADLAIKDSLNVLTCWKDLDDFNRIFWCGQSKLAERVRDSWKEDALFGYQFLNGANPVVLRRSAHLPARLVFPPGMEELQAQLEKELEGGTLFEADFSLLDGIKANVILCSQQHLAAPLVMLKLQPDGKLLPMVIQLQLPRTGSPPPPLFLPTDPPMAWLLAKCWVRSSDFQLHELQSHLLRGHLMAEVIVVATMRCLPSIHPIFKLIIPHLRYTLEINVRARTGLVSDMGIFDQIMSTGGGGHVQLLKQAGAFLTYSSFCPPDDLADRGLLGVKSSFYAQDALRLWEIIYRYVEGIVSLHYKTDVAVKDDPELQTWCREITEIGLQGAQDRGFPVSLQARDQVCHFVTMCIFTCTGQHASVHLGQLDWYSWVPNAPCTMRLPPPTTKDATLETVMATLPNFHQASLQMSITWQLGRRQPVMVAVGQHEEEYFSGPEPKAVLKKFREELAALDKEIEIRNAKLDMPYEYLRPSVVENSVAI
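40 nM 15hLO-1 + cpd, 15 min RT; start w/ 50 uM AA (final), 6 min RT; stop/detect w/ 200 uM XO + 300 uM Fe(II) in 50 mM H2SO4, 30 min; A573/A405. Buffer 25 mM Hepes pH 7.5, 0.01% Triton X-100. No-enzyme wells as negative control.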
An asterisk follows results filed as active; i = inactive; u = inconclusive; x = not tested or not shown; & = joins results of further samples; [ ] = another dose, or the depositor's remark. Unless noted, calls come from the whole dose curve; as a rule, active = well fitted curve in the direction sought with a large enough effect; inconclusive = small, poorly fitted or top-dose-only effect, or another doubt; inactive = no such curve, though single readings can be large; an effect the other way counts as inactive or inconclusive. These rows are one share of the data; count on the stated rates, not on these rows.

molecule,Rhodamine autofl,CRE-bla Fsk,Texas Red fluor,HBB splice mod,Hsp90 Hop PPI,HADH2 inh,ERK AVP inh,DNA Pol III inh,Luciferase inh,Tau fil binding,ALOX15 inhib
CCOC(=O)N1CCC(Nc2ncnc3c2cnn3-c2ccc(Cl)cc2)CC1,i,4%,i,-0.6%,-1%,u,-12%,-5%,-1%,2%,5%
CC(CCc1ccccc1)NC(=O)C1CCN(S(=O)(=O)N2CCCCC2)CC1 (stereo not given),i,-19%,u,3.7%[57.5 µM],0%,1%,-30%,-4%,2%,22%,4%
O=C1CN(C(=O)c2ccccc2)c2ccccc2N1,i,25%,u,-0.2%,2%,8%,-1%,-5%,0%,-9%,2%
Cc1c(C(=O)N2CCCCCC2)oc2ccccc12,i,-2%,i,5.8%,2%,5%,-2%,-2%,-1%,-13%,-1%
Cc1cccc(NC(=O)C2CCCN2C(=O)OCC(C)C)c1 (stereo not given),i,5%,i,x,-5%,-3%,19%,-4%,5%,7%,10%
CC(NS(=O)(=O)c1ccccc1)C(c1cccs1)N1CCN(c2ccccc2)CC1 (stereo not given),i,-1%,u,-2.0%,-9%,8%,-2%,-4%,0%,-9%,-6%
N#CCSc1nnc(-c2ccc(S(=O)(=O)N3CCOCC3)cc2)n1CC1CCCO1 (stereo not given),i,2%,i,x,0%,8%,15%,-3%,3%,-1%,8%
COC(=O)[C@H](CCSC)NC(=O)NCc1ccc(S(N)(=O)=O)cc1,i,-4%,i,3.9%[57.5 µM],0%,-3%,-4%,-1%,2%,7%,1%
COc1cc(C(=O)N2CCN(S(=O)(=O)c3ccc(C)cc3)CC2)ccc1OCc1c(C)noc1C,i,-9%,u,1.2%[57.5 µM],-2%,-3%,-17%,-1%,0%,7%,12%
O=C(O)c1ccccc1C(=O)Nc1ccc(S(=O)(=O)Nc2nccs2)cc1,i,-3%[17.1 µM],i,0.4%[20.6 µM],0%[26 µM],-9%[25.6 µM],25%,-2%[25.6 µM],4%[25.5 µM],6%[25.6 µM],-5%
COc1ccccc1N(CC(=O)NCc1ccccc1)S(C)(=O)=O,i,-6%,i,-0.5%,-6%,3%,23%,-4%,1%,11%,5%
COc1cc(C)c(C)cc1S(=O)(=O)N1CCN(Cc2ccccc2)CC1,x,-7%,x,0.7%[9.22 µM],-1%,0%,11%,3%,0%,4%,-3%
Cn1c2c(c(=O)n(C)c1=O)C(c1ccc(O)cc1)Nc1ccccc1O2 (stereo not given),i,5%,i,-1.6%[57.5 µM],-2%,-2%,9%,-7%,1%,0%,-1%
CCOC(=O)C1=C(C)NC(SCC(N)=O)=C(C#N)C1c1ccncc1 (stereo not given),i,18%,i,-5.9%[0.369 µM],-4%,-10%,-6%,9%,2%,-18%,-4%
Cc1ccc(-n2c(Cn3cnc4ccccc43)nnc2SCC(=O)O)cc1,i,-6%,i,x,0%,9%,-9%,2%,2%,0%,12%

(listing goes on)
molecule,Rhodamine autofl,CRE-bla Fsk,Texas Red fluor,HBB splice mod,Hsp90 Hop PPI,HADH2 inh,ERK AVP inh,DNA Pol III inh,Luciferase inh,Tau fil binding,ALOX15 inhib
O=C(CSc1nc2ccccc2[nH]1)NC(=O)NCc1ccco1,i,-18%,i,-2.9%,-10%,-9%,u,2%,-5%,5%,-17%
O=NN(CCCl)C(=O)NCCCl,i,4%,i,0.6%,-3%,8%,17%&-5%,-4%,-2%,-2%,-1%&-5%
Cc1ccc(C)n1NC(=O)c1cccs1,i,u,i,-0.2%,-18%,-5%,-27%,-1%,1%,-23%,16µM*
CCOCCn1c(COc2ccccc2)nc2ccccc21,x,6%,x,-2.6%,2%,-3%,10%,-3%,-1%,-1%,5%
CCCOc1ccc(N2C(=O)CC(N3CCOCC3)C2=O)cc1 (stereo not given),x,-2%,x,0.1%[9.22 µM],-13%,7%,-1%,0%,1%,2%,10%
Cc1sc2nc3c(C(=O)N4CCN(c5ncccn5)CC4)cccn3c(=O)c2c1C,i,u,i,4.3%,0%,0%,-16%,-2%,-1%,9%,9%
CCCCCc1ccc(CC(=O)O)cc1,i,-11%,i,-2.4%,4%,6%,1%,-7%,1%,-9%,1%
CC(C)C(C(=O)NCc1ccco1)N(C(=O)CNS(=O)(=O)c1ccccc1)C1CCCC1 (stereo not given),i,-8%,i,-0.2%[57.5 µM],-1%,-3%,9%,0%,3%,-11%,-1%
CCOC(=O)CNC(=O)C(Cc1ccccc1)NS(=O)(=O)c1ccc2c(c1)CCC(=O)N2 (stereo not given),i,-6%,i,0.1%[0.369 µM],-2%,-3%,-26%,-1%,1%,-6%,8%
O=C(O)c1cccc(NC(=O)c2cccc(NC(=O)C3CCCO3)c2)c1 (stereo not given),i,3%,i,-0.9%,-3%,-1%,-16%,-7%,1%,15%,1%
COC(=O)c1ccc2c(=O)n(CC3CCCO3)c(=S)[nH]c2c1 (stereo not given),i,8%,u,-1.7%,-2%,-4%,u,-1%,-1%,6%,-3%
COc1cc(C(c2sc3nc(C)nn3c2O)N2CCN(c3ccccc3)CC2)cc(OC)c1OC (stereo not given),x,2µM*,x,-0.8%,4%,u,x,0%,0%,91%,-12%
CC(=O)Nc1c2c(nn1-c1ccc(C)cc1C)CSC2,i,-11%,u,-0.3%,-1%,1%,-2%,-2%,-1%,-5%,9%
Cc1csc2nc(CNS(=O)(=O)N(C)C)cn12,x,-3%,x,-0.2%,-9%,4%,x,-3%,-3%,-4%,-6%
O=C(Nc1ccc2c(c1)OCO2)c1cccc(S(=O)(=O)N2CCCC2)c1,i,-5%,i,4.5%,-12%,-7%,16µM*,0%,-23%,1%,-20%
O=C(c1cccc(F)c1)N1CCC2(CC1)CCN(c1ccc(-c3ccccc3)cc1)CC2,i,-7%,i,-0.7%,-4%,7%,-7%,-4%,-1%[11.4 µM],-1%,-9%
O=C1NCC(COCc2ccco2)O1 (stereo not given),i,7%,u,-7.7%[0.369 µM],-3%,-14%,3%,1%,0%,-8%,-5%
C1=C(CN2CCOCC2)COc2c1cccc2OC[C@@H]1CNCCO1,x,u,x,x,7%,1%,-20%,-4%,2%,u,-3%[25.6 µM]

One compound at a time (already shown):
C1=C(CN2CCOCC2)COc2c1cccc2OC[C@@H]1CNCCO1 in the list: Rhodamine autofl: x; CRE-bla Fsk: u; Texas Red fluor: x; HBB splice mod: x; Hsp90 Hop PPI: 7%; HADH2 inh: 1%; ERK AVP inh: -20%; DNA Pol III inh: -4%; Luciferase inh: 2%; Tau fil binding: u; ALOX15 inhib: -3%[25.6 µM]
CCCCCc1ccc(CC(=O)O)cc1 in the list: Rhodamine autofl: i; CRE-bla Fsk: -11%; Texas Red fluor: i; HBB splice mod: -2.4%; Hsp90 Hop PPI: 4%; HADH2 inh: 6%; ERK AVP inh: 1%; DNA Pol III inh: -7%; Luciferase inh: 1%; Tau fil binding: -9%; ALOX15 inhib: 1%
